PRMT1 inh: PRMT1 methyltransferase inhibitors, primary screen, biochemical, fluorescence polarization; AID 652257, 2013; recombinant PRMT1, activity-based probe fluorescence polarization; inhibition, % at 2.79 µM; Protein arginine N-methyltransferase 1 (Homo sapiens), Q99873; actives 1.3% (n = 370,000);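 active = inhibition above about 21% made by adding two undisclosed values, limit read from the data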
HTRA1 inhibitor: HTRA1 serine protease inhibitors, primary screen, biochemical, fluorescence polarization, HTS | AID 504803, 2011 | actives 0.5% (n = 340,000) | inhibition, % at 5.96 µM | recombinant HTRA1, FP-rhodamine activity-based probe; in the data active = inhibition above about 36%;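 also: 0% = enzyme with DMSO and 100% = wells lacking enzyme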
NR1D1 modulator: modulators of Rev-erb alpha DNA binding, primary screen, biochemical, FITC-DNA, fluorescence polarization, uHTS | actives 0.79% (n = 370,000) | AID 1259318, 2017 | activity, % at 10 µM | Nuclear receptor subfamily 1 group D member 1 (Homo sapiens), P20393 | Rev-erbα–FITC-DNA binding, 90 min;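 active = activity above about 14%, limit read from the data; passing the limit was not always enough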;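 also: 0% = DMSO wells with 35 nM protein and 100% = DMSO wells with 750 nM protein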
Target sequence (P20393 whole entry, looked up): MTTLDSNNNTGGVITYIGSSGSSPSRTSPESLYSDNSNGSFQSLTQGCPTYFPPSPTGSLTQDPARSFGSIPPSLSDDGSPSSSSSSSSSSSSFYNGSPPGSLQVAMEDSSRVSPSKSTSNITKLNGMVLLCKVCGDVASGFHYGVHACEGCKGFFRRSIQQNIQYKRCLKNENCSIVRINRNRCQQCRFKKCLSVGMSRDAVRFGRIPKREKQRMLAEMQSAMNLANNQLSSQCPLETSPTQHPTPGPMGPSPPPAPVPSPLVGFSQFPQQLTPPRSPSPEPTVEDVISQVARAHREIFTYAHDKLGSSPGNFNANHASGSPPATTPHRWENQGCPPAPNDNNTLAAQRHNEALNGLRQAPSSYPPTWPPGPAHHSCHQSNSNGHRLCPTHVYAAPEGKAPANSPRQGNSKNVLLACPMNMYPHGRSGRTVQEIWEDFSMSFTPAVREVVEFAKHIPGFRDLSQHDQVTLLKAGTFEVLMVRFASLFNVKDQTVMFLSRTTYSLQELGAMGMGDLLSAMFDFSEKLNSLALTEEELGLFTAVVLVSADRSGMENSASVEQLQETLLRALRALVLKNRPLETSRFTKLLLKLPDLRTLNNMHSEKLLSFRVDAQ
TDP2 inh: human TDP2 enzyme inhibitors, primary screen, biochemical, epi absorbance, recombinant enzyme | T5PNP hydrolysis, p-nitrophenol absorbance 415 nm | actives 0.34% (n = 370,000) | inhibition, % at 12.8 µM;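 active = inhibition above the mean of all tested compounds plus 3 SD, set per campaign, cut at about 25% in these data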;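 also: 0% = DMSO with enzyme and 100% = buffer with substrate but no TDP2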
Target sequence (O95551 whole entry, looked up): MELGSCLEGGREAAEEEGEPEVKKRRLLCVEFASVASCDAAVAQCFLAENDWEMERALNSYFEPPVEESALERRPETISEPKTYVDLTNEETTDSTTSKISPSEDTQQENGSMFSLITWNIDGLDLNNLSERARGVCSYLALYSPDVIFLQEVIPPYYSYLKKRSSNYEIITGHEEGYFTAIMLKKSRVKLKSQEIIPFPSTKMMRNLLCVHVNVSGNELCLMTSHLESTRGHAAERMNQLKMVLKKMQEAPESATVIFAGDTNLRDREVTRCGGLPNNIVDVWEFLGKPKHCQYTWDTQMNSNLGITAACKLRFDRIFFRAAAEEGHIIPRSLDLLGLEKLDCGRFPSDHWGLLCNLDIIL
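test system = human TDP2 enzyme | input = TDP2 enzyme at 120 nM final | medium = 50 mM Tris-HCl pH 7.5 with Mg2+, KCl, DTT, BSA | also added = T5PNP substrate, 5 mM | times = 2 h at 37 °C | technique = epi absorbance | benchmarks = high control without enzyme, low control DMSO plus TDP2 | replication = each compound tested once, singlicate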
LEDGF integ inh: blockers of LEDGF/p75-dependent integrase strand transfer – biochemical, TR-FRET, high throughput, primary screen; TR-FRET IN-LEDGF/p75 DNA integration, Eu/Cy5; AID 743269, 2014; inhibition, % at 3.7 µM; HIV-1 integrase (with human LEDGF/p75); actives 0.64% (n = 370,000);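 active = inhibition above the screen-wide mean plus 3 SD, cut at about 13% in these data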;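 also: signal is the Cy5 over europium emission ratio at 671 and 618 nm; 0% = plate median of compound wells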
ABHD4 inh: ABHD4 inhibitors, primary screen, biochemical, fluorescence polarization, mouse. inhibition, % at 8.92 µM. purified mABHD4, FP-Rh probe fluorescence polarization. actives 0.54% (n = 370,000). AID 720543, 2013;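 active = inhibition exceeding the mean over every tested compound plus 3 SD, cut at about 30% in these data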;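 also: 0% = plate median of compound wells and 100% = S159A mutant with DMSO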
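assay system = mABHD4 protein | compound dosing = single nominal dose of 8.92 µM, 0.89% DMSO final | read-out basis = percent inhibition of probe binding, normalized to plate controls | schedule = Enzyme–compound pre-incubation 45 min, then probe 60 min, both 25 °C | detection = fluorescence polarization, excitation 525 nm, emission 598 nm, BODIPY TMR filters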
TCR CD3 inh: inhibitors of human TCR-CD3 interaction, primary screen, biochemical, fluorescence, TAMRA-labeled TCR probe | T-cell receptor (TCR) | inhibition, % at 9.4 µM | actives 0.37% (n = 360,000) | AID 651800, 2012; in the data active = inhibition above about 19%;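 also: recombinant mutant TCR 2C K166C tagged with TAMRA read by polarization; 0% = receptor in buffer alone and 100% = receptor with positive control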
rCAG binder: binders of r(CAG) RNA repeats, primary screen, biochemical, fluorescence. r(CAG) RNA repeat, TO-PRO-1 dye displacement fluorescence. inhibition, % at 3 µM. actives 1.3% (n = 370,000);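 active = inhibition above the plate cutoff, the mean of all test compounds on that plate plus 3 SD, cut at about 35% in these data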;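 also: 0% = DMSO alone and 100% = 100 µM mitoxantrone as full dye displacement; higher means more dye released from RNA so lower well fluorescence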
PG9 Ab binder: binders of HIV-1 gp120 antibody PG9, primary screen, biochemical, TR-FRET | AID 624416, 2012 | inhibition, % at 6.7 µM | actives 0.43% (n = 360,000) | HIV-1 gp120 / PG9 antibody interaction | TR-FRET gp120-PG9 antibody binding; in the data active = inhibition above about 8.5%
SIAE inh: human SIAE inhibitors, primary screen, biochemical, fluorescence polarization, FP-Rh probe, 1536-well HTS; SIAE FP-Rh probe binding; inhibition, % at 9.66 µM; actives 0.69% (n = 370,000);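 active = inhibition above a cutoff: mean of compounds within the control limits plus 3 SD of those, cut at about 17% in these data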;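 also: 0% = plate median of compound wells and 100% = probe without SIAE protein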
* = called active by the depositor; x = no result given. This is a subset. The share of hits here may be higher or lower than overall.

SMILES	PRMT1 inh	HTRA1 inhibitor	NR1D1 modulator	TDP2 inh	LEDGF integ inh	ABHD4 inh	TCR CD3 inh	rCAG binder	PG9 Ab binder	SIAE inh
CC(=O)C1=C(C)OC(N)=C(C#N)C1c1cc([N+](=O)[O-])ccc1Cl (stereo not given)	2.5	2.6	-0.7	14.9	0.6	-0.2	4.4	0.3	-2.2	5.6
CCc1ccc2c(CC(=O)Nc3nnc(C4CC4)s3)coc2c1	1.6	-31.7	-2.1	1.9	-0.7	-2.4	0.8	8.0	-1.6	-3.3
C[C@@H](CN1C2=NC[C@H](Cc3ccc(O)cc3)N2C[C@H]1Cc1ccc(O)cc1)NC(=O)CCC1CCCCC1	0.0	8.3	-0.3	-5.5	0.2	2.2	1.7	2.1	-0.2	6.1
COCC(=O)N1CCN(c2cccc(Cl)c2)CC1	1.4	0.4	0.2	11.2	2.0	2.6	-1.6	-1.5	1.3	-12.4
COC(=O)CCC(=O)N1CCCC(CO)(Cc2ccccc2F)C1 (stereo not given)	-1.6	-10.4	-1.2	8.2	-6.9	-1.6	-0.9	-4.2	-0.5	2.7
CCOC(=O)CCSc1nc(-c2ccc3c(c2)OCO3)cc(C(F)(F)F)c1C#N	-0.9	3.5	20.6*	-8.7	2.6	1.7	-0.8	6.1	-2.0	3.2
COc1ccc(-c2ccc3c(c2)S(=O)(=O)c2cccc(C(=O)NC4CC4)c2C3=O)cc1OC	-1.7	7.0	-7.3	7.1	2.2	4.5	-4.4	2.3	0.1	4.8
CNC(=O)C1CC(=O)N(Cc2ccccc2)C(=Nc2ccc(OC)cc2)S1 (stereo not given)	-3.4	-1.8	-1.6	5.4	0.6	1.4	5.9	-5.3	0.8	-1.8
Cc1nc2ccccn2c1P(=Nc1ccccc1)(N(C)C)N(C)C	2.8	-3.9	0.7	-8.2	-4.2	0.6	-1.1	-1.5	-2.2	0.2
CCc1[nH]nc(C(=O)N2CCCC(CCC(=O)N3CCN(c4ccccn4)CC3)C2)c1C (stereo not given)	-0.7	0.3	4.6	-4.7	1.8	-2.1	-0.1	-8.4	-3.2	-5.8
CNc1c(NS(=O)(=O)c2cc(NC(C)=O)ccc2C)c(=O)oc2ccccc12	0.0	-0.3	-4.5	2.6	-0.3	2.7	1.2	2.9	-2.3	1.7
Cc1ccc(CSc2nnc(SCC(=O)NN=Cc3cc(Br)ccc3F)s2)cc1	3.3	x	-3.0	-1.9	3.4	-2.3	x	5.8	x	2.9
Cc1nc2c(-c3ccccc3)cnn2c(N2CCOCC2)c1C	-1.2	-6.2	5.8	13.0	0.3	-6.3	2.4	-4.3	-0.4	2.9
O=C(CCCC(=O)NCC1CCCO1)NCC1CCCO1 (stereo not given)	2.4	2.2	-2.8	-0.7	0.4	-1.7	-7.9	3.3	-1.6	-3.4
CC(=O)N1CCN(C(=O)CCN(c2ccccc2)S(=O)(=O)c2ccc(C)cc2)CC1	-0.8	-1.7	-6.1	-9.5	-1.2	-0.9	0.9	-3.0	-1.1	6.1
CC(C)(C)C(=O)NC(=S)Nc1cccc(C(=O)O)c1	2.5	-2.3	-6.0	3.8	-1.4	-0.4	-6.8	-0.5	-1.0	4.3
Cc1ccc(S(=O)(=O)NC(=O)NCC2CCN(S(=O)(=O)c3ccccc3)CC2)cc1	-1.9	3.3	-3.5	3.4	5.3	1.0	-2.1	6.8	-3.6	-1.3
O=C(CSc1c[nH]c2ccccc12)NC1CCCC1	5.6	8.2	-1.0	-2.2	-5.1	-3.5	-2.9	-1.3	-0.3	4.1
O=C(Nc1cccc(O)c1)c1cnn2cccnc12	-2.8	2.5	-5.9	-1.8	0.9	-6.8	1.6	2.1	-1.2	0.9
Cn1c(/C=C/c2cccc(Br)c2)nc2ccccc2c1=O	5.1	-41.2	1.2	-12.9	1.9	-20.3	-3.3	7.2	-0.8	-14.9
Cc1ccc(S(=O)(=O)N(CC(=O)c2ccccc2)C(=O)N2CCN(C)CC2)cc1	3.3	-1.1	-1.9	3.3	-0.9	3.8	-3.4	0.6	0.6	2.7
C[C@H]1CCC[C@]2(C)C[C@H]3OC(=O)C(CN4CCCCCC4)[C@H]3C=C12 (stereo not given in full)	-2.6	-1.2	-1.0	6.1	1.1	0.6	6.4	2.0	-1.8	2.8
CCOC(=O)c1cn(CC)c2cc(F)c(F)cc2c1=O	-5.8	6.5	-2.2	22.4	0.4	3.4	-0.3	-0.1	-1.5	13.2
O=C(Nc1ccc(OC(F)(F)F)cc1)NC1CCC(Oc2ccc(C(=O)O)cc2)CC1 (stereo not given)	1.2	-8.0	3.2	-3.2	0.9	-24.4	6.2	29.8	1.6	-3.7
COc1ccc(OC)c(NC(=O)CSc2nnc(NC(=O)c3ccco3)s2)c1	-1.1	0.4	-3.5	2.7	1.5	8.4	-2.5	2.2	-2.2	-8.2
CCOC(=O)c1nn(-c2ccc3c(c2)OCCO3)cc1O	-2.7	-1.1	0.9	-4.0	3.8	-4.5	1.9	-2.8	-0.6	1.2
CCN(CC)CCSc1nnc2c3cc(C)ccc3n(Cc3ccccc3)c2n1	-4.6	x	-1.3	8.3	4.9	0.5	6.3	5.8	-1.4	9.8
CCn1c(COc2ccccc2)nnc1SCC(=O)NCc1ccco1	-0.5	1.4	1.3	-4.2	-6.9	1.1	6.4	-5.0	2.4	-6.0
CC(=O)N(C)c1ccc(NC(=O)C(F)(F)F)cc1	-2.4	3.3	-2.5	1.7	-4.5	3.2	-5.9	-2.6	0.0	-4.1
CCOC(=O)C1=C(N)Oc2cc(O)ccc2C1c1cccc([N+](=O)[O-])c1 (stereo not given)	1.5	-20.3	-0.8	-5.2	3.6	-3.6	0.4	8.0	-1.1	-1.4

Sorted by molecular weight (lowest first): 3 of the compounds above
SMILES	PRMT1 inh	HTRA1 inhibitor	NR1D1 modulator	TDP2 inh	LEDGF integ inh	ABHD4 inh	TCR CD3 inh	rCAG binder	PG9 Ab binder	SIAE inh
CC(=O)N(C)c1ccc(NC(=O)C(F)(F)F)cc1	-2.4	3.3	-2.5	1.7	-4.5	3.2	-5.9	-2.6	0.0	-4.1
CCOC(=O)C1=C(N)Oc2cc(O)ccc2C1c1cccc([N+](=O)[O-])c1 (stereo not given)	1.5	-20.3	-0.8	-5.2	3.6	-3.6	0.4	8.0	-1.1	-1.4
CCn1c(COc2ccccc2)nnc1SCC(=O)NCc1ccco1	-0.5	1.4	1.3	-4.2	-6.9	1.1	6.4	-5.0	2.4	-6.0

In the list so far, these have a nitro group on carbon.
SMILES	PRMT1 inh	HTRA1 inhibitor	NR1D1 modulator	TDP2 inh	LEDGF integ inh	ABHD4 inh	TCR CD3 inh	rCAG binder	PG9 Ab binder	SIAE inh
CC(=O)C1=C(C)OC(N)=C(C#N)C1c1cc([N+](=O)[O-])ccc1Cl (stereo not given)	2.5	2.6	-0.7	14.9	0.6	-0.2	4.4	0.3	-2.2	5.6
CCOC(=O)C1=C(N)Oc2cc(O)ccc2C1c1cccc([N+](=O)[O-])c1 (stereo not given)	1.5	-20.3	-0.8	-5.2	3.6	-3.6	0.4	8.0	-1.1	-1.4

The list goes on.
SMILES	PRMT1 inh	HTRA1 inhibitor	NR1D1 modulator	TDP2 inh	LEDGF integ inh	ABHD4 inh	TCR CD3 inh	rCAG binder	PG9 Ab binder	SIAE inh
C=C(C)CSc1nnc(-c2ccc(OC)c(OC)c2)n1N	4.7	-0.5	1.2	-2.2	-6.6	1.9	0.4	-3.0	0.5	-10.6
CCCCn1c(=N)c(S(=O)(=O)c2ccc(Br)cc2)cc2c(=O)n3cccc(C)c3nc21	-0.5	1.8	1.8	2.1	-1.6	5.7	-0.7	0.2	0.6	-2.4
Cc1ccc(N2CC(C(=O)OCC(=O)c3ccc(F)cc3)CC2=O)cc1 (stereo not given)	-2.6	1.4	-0.6	-22.0	5.3	-4.1	2.8	-0.7	-1.3	-14.2
COc1cc(C(=O)N(Cc2ccccc2)c2cccc(C)c2)ccc1OCC(=O)N1CCOCC1	5.8	-3.8	-5.9	10.5	-3.8	-5.2	-7.2	-0.7	0.8	-2.9
CCOC(=O)c1c(C)n(C)c2c(C)cc(O)c(OC(=O)CC)c12	-0.1	0.3	2.5	2.8	5.1	2.8	-2.4	-3.9	1.0	3.0
Cn1cc(/C=C(\NC(=O)c2ccccc2)C(=O)NCCCN2CCOCC2)c2ccccc21	0.8	4.9	5.6	-4.3	-5.6	2.8	-4.1	-7.9	-0.9	-3.9
NNC(=O)c1ccc(COc2ccc3ccccc3c2)o1	-1.4	-11.9	-1.3	-1.7	-1.8	-6.4	-0.9	9.6	-3.7	-13.1
CC[C@H](C)[C@@H](C(=O)NCCCCCCCCCCC(=O)N1CCN(C(=O)OC(C)(C)C)CC1)n1cc(CCCCCNC(=O)OC(C)(C)C)nn1	-0.8	-15.6	-2.0	-8.5	1.2	3.8	3.1	4.8	-2.8	-4.0
CCCc1nc2cc3c(cc2[nH]1)n(C)c(=O)n3C	4.5	-1.2	-4.5	-4.5	0.7	-6.3	-7.1	1.1	2.0	-6.5
CC(NC(=O)Cn1cc(C(F)(F)F)ccc1=O)c1ccc(F)cc1 (stereo not given)	-5.0	4.5	-5.9	-6.5	3.8	-7.8	1.5	-0.4	1.6	2.1

Screening results from PubChem.
